OX1R antag-1: OX1R (HCRTR1) antagonists, primary screen, fluorescence, CHO/OX1R cells, Fluo-8 calcium, orexin A | AID 434989, 2010 | hit rate 0.43% among 330,000 | inhibition, % at 5 µM | Fluo-8 calcium fluorescence;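 active = inhibition above its plate's threshold, mean inhibition of all tested compounds on the plate plus 3 SD, cut at about 37% in these data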;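 note: 0% = orexin A challenge wells and 100% = SB-334867-A antagonist wells; not every result past the cut was called active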
Target sequence (O43613 whole entry, looked up): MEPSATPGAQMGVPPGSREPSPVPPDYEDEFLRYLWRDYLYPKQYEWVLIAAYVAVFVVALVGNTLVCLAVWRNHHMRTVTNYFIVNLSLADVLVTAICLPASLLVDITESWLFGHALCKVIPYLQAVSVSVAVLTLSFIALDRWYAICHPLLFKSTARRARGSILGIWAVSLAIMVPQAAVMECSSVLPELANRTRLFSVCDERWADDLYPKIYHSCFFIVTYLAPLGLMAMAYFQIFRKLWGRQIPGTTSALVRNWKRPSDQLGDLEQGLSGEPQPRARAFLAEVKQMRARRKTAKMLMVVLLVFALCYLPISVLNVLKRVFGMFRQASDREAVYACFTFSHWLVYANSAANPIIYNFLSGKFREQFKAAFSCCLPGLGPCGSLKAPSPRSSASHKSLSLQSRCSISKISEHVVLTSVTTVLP
STK33 inh: inhibitors of purified STK33 kinase, primary screen, biochemical, ADP-Glo luminescence, homogeneous, cell-free. hit rate 0.073% among 320,000. MBP phosphorylation. AID 2661, 2010. inhibition, % at 10 µM;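 active = inhibition at or above 25%, using the most active replicate where run in duplicate; inactive = inhibition below 25%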
Target sequence (Q9BYT3 whole entry, looked up): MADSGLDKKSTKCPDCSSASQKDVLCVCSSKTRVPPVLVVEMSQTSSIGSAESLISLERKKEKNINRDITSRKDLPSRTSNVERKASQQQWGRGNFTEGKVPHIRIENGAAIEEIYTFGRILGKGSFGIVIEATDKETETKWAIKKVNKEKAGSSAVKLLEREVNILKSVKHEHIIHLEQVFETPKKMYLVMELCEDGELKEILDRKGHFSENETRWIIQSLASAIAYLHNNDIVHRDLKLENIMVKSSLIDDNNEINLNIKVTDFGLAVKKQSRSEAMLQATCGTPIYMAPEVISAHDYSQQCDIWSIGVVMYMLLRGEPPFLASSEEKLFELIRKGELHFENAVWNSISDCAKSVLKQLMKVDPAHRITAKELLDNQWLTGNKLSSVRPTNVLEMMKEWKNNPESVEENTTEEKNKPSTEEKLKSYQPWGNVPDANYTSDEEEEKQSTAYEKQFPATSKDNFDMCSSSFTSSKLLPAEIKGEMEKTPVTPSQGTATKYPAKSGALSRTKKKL
OX1R antag-2: antagonists of human orexin 1 receptor (OX1R); Orexin/Hypocretin receptor type 1 (Homo sapiens), O43613; OX1R-expressing cells, FRET antagonist read-out; inhibition, % at 6.6 µM; hit rate 1.8% among 330,000; AID 485270, 2010; in the data active = inhibition mostly above about 38%, no sharp cut-off; inactive = mostly below about 40%;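 note: 0% = agonist challenge alone and 100% = reference antagonist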
Active calls of the source: *; / = no result given.

SMILES	OX1R antag-1	STK33 inh	OX1R antag-2
COc1ccc(OC)c(S(=O)(=O)Nc2c(C)nn(C)c2C)c1	-3.0	-1.0	-1.6
Cc1c(S(=O)(=O)N2CCN(c3cccc(C(F)(F)F)c3)CC2)c(=O)n(C)c(=O)n1C	-20.8	0.2	3.6
CC(NC(=O)c1ccco1)C(=O)NC(C)c1cc(F)c(Cl)cc1Cl (configuration not stated)	-12.4	-1.8	6.2
CC(C)N(Cc1nc(-c2ccccc2)no1)C(=O)C(C)(C)C	-27.9	0.6	34.3
C/C(=C1/SC(N2CCOCC2)=NC1=O)c1ccc(Br)cc1	-3.9	-1.3	17.6
CCCNC(=O)COC(=O)CCC(=O)c1cccs1	-3.1	-0.6	4.0
CCCCn1c(N)c(N(CCOC)C(=O)COC(=O)COc2c(C)cccc2C)c(=O)[nH]c1=O	-6.5	-0.3	4.8
Cc1ccc2nc(SCC(=O)N3c4ccccc4CC3C)c(C)cc2c1 (configuration not stated)	-27.1	0.2	27.2
O=C(NN1C(=O)CSC1=S)C(=O)NN1C(=O)CSC1=S	0.6	0.0	6.3
O=C(COC(=O)/C=C/c1ccc(Br)o1)Nc1ccc2[nH]c(=O)[nH]c2c1	-12.1	0.7	12.1
CCN(C(=O)COC(=O)c1cc(NS(=O)(=O)c2ccc(Cl)c([N+](=O)[O-])c2)ccc1O)C1CCCCC1	-28.0	-0.9	4.8
O=C(c1cccnc1)n1nc(NCc2ccccc2)nc1NCc1ccccc1	-24.0	-3.0	3.9
CCCN1C(=O)C(NC(C)=O)c2ccccc21 (configuration not stated)	-18.2	0.7	0.5
COc1cc(CNc2ccc(O)cc2)cc(Br)c1OCc1ccccc1F	-2.8	-2.4	6.6
Cc1ccc(C2N(c3ccccc3)C(=O)N3CCCN23)cc1 (configuration not stated)	-15.4	-0.1	13.0
NS(=O)(=O)c1ccc(CCNC(=O)C2CCC(CNS(=O)(=O)c3ccc(Br)s3)CC2)cc1 (configuration not stated)	-15.1	-1.9	-1.6
COc1cccc(NC(=O)c2ccccc2-c2ccccc2)c1	-18.8	-0.1	47.4
COc1ccc(C(=O)COC(=O)CNC(=O)c2ccc(Cl)cc2Cl)c(OC)c1	-16.7	-0.8	20.0
CCCOc1ccc2c3c(c(=O)oc2c1)CCCC3	-37.6	-0.9	3.5
CC(C)OP(=O)(c1ccc(N(C)C)cc1)C(O)c1cccnc1 (configuration not stated)	-26.5	-0.1	-1.6
Cc1nn(C(C)C(=O)NCc2ccc(Cl)cc2)c(=O)c2cc3occc3n12 (configuration not stated)	-43.1	1.7	2.5
O=C(Cn1cnc2ccccc21)Nc1cccc(S(=O)(=O)N2CCCC2)c1	-11.1	-0.3	4.4
Cc1ccc(-c2c(C#N)c(N)nc3c2CCCC3)s1	-3.2	-0.8	34.4
O=C(NCc1ccc(Cl)cc1)c1cc(-c2cccs2)on1	-1.0	-0.9	6.5
C=CCOc1c(Cl)cc(/C=N/O)cc1OC	-30.4	-1.6	4.2

Part of the list above in order of count of non-hydrogen atoms, descending.
SMILES	OX1R antag-1	STK33 inh	OX1R antag-2
O=C(c1cccnc1)n1nc(NCc2ccccc2)nc1NCc1ccccc1	-24.0	-3.0	3.9
COc1cc(CNc2ccc(O)cc2)cc(Br)c1OCc1ccccc1F	-2.8	-2.4	6.6
O=C(COC(=O)/C=C/c1ccc(Br)o1)Nc1ccc2[nH]c(=O)[nH]c2c1	-12.1	0.7	12.1
COc1cccc(NC(=O)c2ccccc2-c2ccccc2)c1	-18.8	-0.1	47.4
COc1ccc(OC)c(S(=O)(=O)Nc2c(C)nn(C)c2C)c1	-3.0	-1.0	-1.6
CCCN1C(=O)C(NC(C)=O)c2ccccc21 (configuration not stated)	-18.2	0.7	0.5

Other compounds.
SMILES	OX1R antag-1	STK33 inh	OX1R antag-2
CC(N=C1NS(=O)(=O)c2ccccc21)C(=O)NCc1ccc2c(c1)OCO2 (configuration not stated)	-2.0	-1.5	16.6
Cc1cc(C)nc(N2CCCC(C(=O)Nc3cc(F)ccc3C)C2)n1 (configuration not stated)	-38.1	-2.4	3.6
CCC(=O)N1CCCc2cc(S(=O)(=O)NCc3cccs3)ccc21	-16.5	-0.1	13.0
CN(C)CCNC(=O)C(C(=O)c1ccccc1)n1ccccc1=O (configuration not stated)	-1.1	-0.2	5.1
CCC(C)c1ccc(-c2cc(C(=O)OCC(=O)Nc3cc(C)on3)c3ccccc3n2)cc1 (configuration not stated)	-14.9	0.2	12.3
Cc1ccc(-c2nc3ccccc3c(=O)n2CCCN2CCOCC2)cc1	-27.0	-0.4	10.2
Cc1ccc(NC(=O)CN(C)C(=O)CNC(=O)c2ccc3c(c2)OCO3)cc1	-6.3	-1.8	4.3
CCOc1ccccc1N1CCN(C(=O)c2csc(C)c2CC)CC1	-27.5	2.0	28.1
O=C(O)c1ccc(S(=O)(=O)NC2CCCCCC2)cc1	-4.6	-1.0	1.4
CCN(C(=O)CSc1nnc(-c2ccco2)n1C)c1c(N)n(Cc2ccccc2)c(=O)[nH]c1=O	-7.5	0.2	3.4
Cc1ccc(-n2nc(C)c(=O)c(-c3ccccc3)c2NC(=O)C(C)C)cc1	-5.7	-1.0	6.9
COc1ccc(C(=O)COC(=O)C2CCC(=O)N2)cc1 (configuration not stated)	-16.1	-0.5	21.0
O=C(NCCC1=CCCCC1)C(=O)c1c[nH]c2ccccc12	-26.4	0.3	12.4
O=C(CSc1n[nH]c(-c2ccncc2)n1)Nc1ccc(Br)cc1	-8.5	2.4	30.1
COc1cccc(CN(C)c2nc(-c3cccs3)nc3ccccc23)c1	-35.3	0.5	26.4
C[C@H](NC(=O)C1CC(=O)N(c2ccc3c(c2)OCCO3)C1)C(=O)N1CCC(C(=O)O)CC1 (some centres not stated)	9.2	-1.5	15.4
CCOc1ccccc1N1CC(C(=O)N(Cc2nnc(-c3ccccc3Cl)o2)C2CC2)CC1=O (configuration not stated)	-6.0	-0.4	7.4
N#Cc1c(Cl)nsc1NN	-10.0	-0.3	20.6
NC(=O)c1ccccc1O	8.6	-0.3	16.5
COc1sc(SC)cc1/C=N/NC(=O)c1ccncc1	5.3	0.4	3.3
Cc1ncc(CC(=O)n2cc(C(=O)c3cc(F)ccc3O)cn2)s1	-19.5	3.1	16.3
Fc1cccc(CN2CCN(c3ncccn3)CC2)c1	2.8	0.7	5.5
CC(Sc1ccc(Br)cc1)C(N)=O (configuration not stated)	-6.4	-2.4	14.5
Cc1cc2n(n1)C(c1ccc3c(c1)OCO3)Nc1c(C)cccc1-2 (configuration not stated)	-30.6	0.4	4.2
Cc1cc(C(=O)COC(=O)C23CC4CC(CC(O)(C4)C2)C3)c(C)n1-c1c(C)n(C)n(-c2ccccc2)c1=O	-8.6	-1.8	25.8

Single records, from the list above. Order of screens: OX1R antag-1 | STK33 inh | OX1R antag-2
CC(N=C1NS(=O)(=O)c2ccccc21)C(=O)NCc1ccc2c(c1)OCO2 (configuration not stated) is listed as -2.0 | -1.5 | 16.6
N#Cc1c(Cl)nsc1NN is listed as -10.0 | -0.3 | 20.6
Cc1cc2n(n1)C(c1ccc3c(c1)OCO3)Nc1c(C)cccc1-2 (configuration not stated) is listed as -30.6 | 0.4 | 4.2
CCC(C)c1ccc(-c2cc(C(=O)OCC(=O)Nc3cc(C)on3)c3ccccc3n2)cc1 (configuration not stated) is listed as -14.9 | 0.2 | 12.3
CCC(=O)N1CCCc2cc(S(=O)(=O)NCc3cccs3)ccc21 is listed as -16.5 | -0.1 | 13.0

Random excerpt: two compounds from above, in no set order.
SMILES	OX1R antag-1	STK33 inh	OX1R antag-2
O=C(NN1C(=O)CSC1=S)C(=O)NN1C(=O)CSC1=S	0.6	0.0	6.3
Fc1cccc(CN2CCN(c3ncccn3)CC2)c1	2.8	0.7	5.5

The listing continues.
SMILES	OX1R antag-1	STK33 inh	OX1R antag-2
Cn1c(N)c(C(=O)COC(=O)CNS(=O)(=O)c2cccc(Cl)c2)c(=O)n(C)c1=O	-18.3	1.5	9.4
Cc1c(CC(=O)N[C@@H](C)C(=O)O)c(=O)oc2cc3c(cc12)CCC(C)(C)O3	-2.9	-1.3	-9.5
CC(C)OCCCN(CC(O)c1ccccc1)CC(O)c1ccccc1 (configuration not stated)	-41.0	2.4	6.5
CCCn1nc(Oc2nc(NC(C)C)nc(N(C)C)n2)ccc1=O	-16.2	0.0	9.9
COc1ccc(CN2CCCCCC2)cc1	-15.2	-2.7	9.9
COc1ccc(-n2c(Cc3cc(=O)[nH]c(=O)[nH]3)nnc2SCC(=O)Nc2ccccc2)cc1	2.9	-4.0	17.5
Cc1cc(C(=O)N/N=C/c2ccc(-c3cccc(Cl)c3Cl)o2)n[nH]1	-24.8	-0.7	6.9
COc1ccccc1C(=O)NCCC(=O)Nc1ccc(S(=O)(=O)N2CC(C)CC(C)C2)cc1 (configuration not stated)	-9.5	-0.3	-5.5
O=c1oc2ccccc2cc1-c1csc(NN=C2CCCC2)n1	-17.9	-0.2	34.2
Cc1cc(C)c(S(=O)(=O)N2CCN(C(=O)c3c(C)noc3C)CC2)c(C)c1	-19.6	0.6	9.3
CCc1nc(SCC(=O)O)c(C#N)c2c1CCCC2	-6.8	-1.8	9.9
CCCNC(=O)C1CCN(S(=O)(=O)c2cccc3nonc23)CC1	-2.9	-1.2	28.8
Cc1cc(C)c2cc(CN(CCN3CCCC3)C(=O)Nc3ccc(F)cc3)c(=O)[nH]c2c1	-33.7	0.5	22.5
Nc1nc(Sc2ccc(C(F)(F)F)cc2[N+](=O)[O-])n[nH]1	11.9	-2.2	14.3
O=C(NN1C(=O)c2ccccc2NC1c1ccccc1OCc1ccccc1)c1ccncc1 (configuration not stated)	-10.3	-2.9	1.9
COc1ccc2c(c1)CCc1c(C(=O)NCc3ccco3)noc1-2	-7.5	0.9	19.6
O=C(NCCc1c[nH]c2ccccc12)C(=O)NCC(c1ccco1)N1CCN(c2ccc(F)cc2)CC1 (configuration not stated)	-22.7	/	18.5
COc1cccc(C(=O)NCC2(c3ccc(OC)c(OC)c3)CCCC2)c1	-31.8	0.0	5.0
COCCN1Cc2cc3cc(C)ccc3nc2SC1=Nc1cccc(OC)c1	-52.2	-0.5	19.8
CCOc1cc(C)c(S(=O)(=O)NC2CCCCC2)cc1C	-7.3	1.9	11.2
COc1ccccc1OCCCCNC(C)(C)C	-13.8	-1.4	-0.1
CCN1CCN(C(=O)CCS(=O)(=O)c2cc3c(cc2Cl)NC(=O)CO3)CC1	-15.4	0.8	5.7
CC/C(=C/c1sc2ccccc2[n+]1CC)SC	-15.0	1.1	21.1
Cc1cccc(C(=O)OCC(=O)NCCCc2ccccc2)c1	-19.2	0.0	7.4
CCOC(=O)n1c(=O)n(Cc2ccccc2)c2ccccc21	-38.2	1.0	19.8
SMILES	OX1R antag-1	STK33 inh	OX1R antag-2
O=C(Nc1ccc(F)cc1)C1CCN(c2ncnc3c2nc2n3CCCCC2)CC1	-7.8	4.1	23.8
COC(=O)CCC(=O)COc1ccccc1C#N	-2.5	0.3	7.3
CCOc1ccc(-c2cc(N)n(S(=O)(=O)c3ccc(OC)cc3)n2)cc1	-24.4	0.7	9.6
COc1cc2c(cc1NS(=O)(=O)N1CCCC1)oc1ccccc12	-13.0	/	17.5
CCCCCCOC(=O)c1ccc(N)cc1	-17.3	-0.9	10.7
COc1ccc(N2CCC(CNC(=S)Nc3c(C)cc(C)cc3C)C2)cc1 (configuration not stated)	-6.8	-0.7	7.2
CC(C)(C)c1ccc(OCC(O)CS(=O)(=O)c2ccccn2)cc1 (configuration not stated)	-15.9	-1.6	7.6
Cc1cccc(CSc2ccc3nnc(-c4cccs4)n3n2)c1	-11.8	-1.3	10.4
CCOC(=O)c1ccc(NC(=S)N2CCCC(C(=O)OCC)C2)cc1 (configuration not stated)	-27.5	-1.0	22.6
Cc1ccc(S(=O)(=O)NCCCCCC(=O)Nc2cccc(C)c2)cc1	-19.0	-1.1	6.6
CSc1ccccc1C(=O)Nc1cccc([N+](=O)[O-])c1	-9.0	/	27.5
CC(C)NC(=O)CN(Cc1ccccc1)S(=O)(=O)c1ccccc1	-10.0	-14.0	5.3
Cc1ccc(NC(=O)C2=C(C(=O)O)CCCC2)cc1Br	-14.5	-1.1	5.9
Cc1cc(C(=O)CSc2nc3ccccc3[nH]2)c(C)n1C	-30.1	/	21.1
O=C(C(NS(=O)(=O)c1cccs1)c1ccccc1)N1CCN(c2ccccc2F)CC1 (configuration not stated)	9.9	-0.7	27.7
Nn1c(-c2ccccc2)nc2ccccc2c1=O	-11.7	-0.9	18.3
O=C(Nc1ncn[nH]1)c1ccc(Cl)c(S(=O)(=O)Nc2ccc(Cl)cc2)c1	2.4	0.2	9.3

Screening data (PubChem BioAssay)
